Source: PubChem BioAssay (The Scripps Research Institute Molecular Screening Center)
SRC1 TRFRET art = TR-FRET detection interference compounds, primary screen, artefact control for PPARgamma SRC-1 recruitment agonists, biochemical, TR-FRET emission ratio; 99,000 compounds, 0.34% hits; TR-FRET detection artefact counter-screen; hits give high values; AID 1051, 2008; TR-FRET ratio at 8 µM; in the data active = TR-FRET ratio above about 2300; note: inactives centre near 1800
SRC3 TRFRET art = TR-FRET detection interference compounds, artefact control for PPARgamma SRC-3 recruitment agonists, biochemical, TR-FRET ratio. TR-FRET artefact counter-screen, PPARgamma/SRC-3 format; hits give high values. TR-FRET ratio at 8 µM. 99,000 compounds, 0.39% hits. AID 1048, 2008; in the data active = TR-FRET ratio above about 2000; note: inactives centre near 1600
The depositor's hits bear a star.

SMILES	SRC1 TRFRET art	SRC3 TRFRET art
COc1ccccc1C(=O)OCCCN=C1NS(=O)(=O)c2ccccc21	1771	1437
CCOc1ccc(NC(=O)C(Cc2ccccc2)NC(=O)C2CCCCC2)cc1 (stereo unspecified)	1876	1523
O=C(CSc1ccc(-c2ccncc2)nn1)N1CCN(c2ccccc2)CC1	1636	1604
CN(C)S(=O)(=O)c1ccc(Cl)c(NC(=O)COC(=O)CNC(=O)c2ccco2)c1	1957	1521
CC1=C(C(=O)Nc2ccccc2)C(c2cccs2)NC(=O)N1 (stereo unspecified)	1788	1754
COc1ccccc1CNC(=O)CCCc1ccccc1	1885	1692
Cn1nnc(NC(=O)c2cccs2)n1	1572	1336
CCOc1ccc(/C=C(\C#N)C(=O)NCC2CCCO2)cc1OCC (stereo unspecified)	1765	1353
COc1ccc(/C=c2\s/c(=C/C(=O)c3ccc(C)cc3)[nH]c2=O)c(OC)c1	1841	1776
COc1ccc(-c2ccc(SCC(=O)c3cccs3)nn2)cc1OC	1952	1239
Cc1ccc(N2CN(Cc3ccco3)CNC2=S)c(C)c1	1968	1739
O=C(N/N=C/c1cc(Br)c(Br)o1)c1cccnc1	1788	1564
Cc1cccc(/C=C/C(=O)c2ccc(N3CCOCC3)cc2)c1	2041	1844
Cc1cc(C(=O)N/N=C/c2ccc[nH]2)n[nH]1	1944	1646
CCC(C)(C)c1nnc(NC(=O)c2cccc([N+](=O)[O-])c2)s1	1834	1594
Clc1c(-c2nnc3n2CCCCC3)sc2ccccc12	1826	1423
Cc1c(Cl)cccc1NC(=O)NCc1ccc(F)cc1	1757	1373
C=CCNC(=O)COc1c(C)ccc(C)c1C	1686	1696
CC(=C/c1ccccc1)/C=N/n1c(-c2ccncc2)n[nH]c1=S	1956	1678
COc1ccc(OCC(=O)Nc2ccc3nc(C)sc3c2)cc1	1713	1735
O=C(NNS(=O)(=O)c1ccccc1)C(O)(c1ccccc1)c1ccccc1	1834	1633
CCC(C)NC(=O)c1cnc2n(c1=O)CCS2 (stereo unspecified)	1749	1410
O=C(O)CSc1ncccc1C(=O)O	1758	1733
NC(=O)c1nn(-c2ccccc2)nc1NC(=O)Cn1nnc(-c2ccccc2)n1	1772	1580
CCOc1ccc(-n2c(SCC(=O)Nc3ccc(CC)cc3)nc3n[nH]c(C)c3c2=N)cc1	1737	1527
S=C(NCc1ccncc1)Nc1ccc(Cl)c(Cl)c1	1895	1438
Cc1cc(Cl)nc(Cl)c1C(=O)NC(=O)NCCC(C)C	2069	1839
Cc1cccn2cc(CNC(=O)c3ccc(Br)o3)nc12	1938	1461
CCN(CC)S(=O)(=O)c1cccc(NC(=O)COC(=O)C2CC3C=CC2C3)c1 (stereo unspecified)	1800	1503
CCn1c(CSCc2ccccc2)n[nH]c1=S	1681	1502
C#CCn1c(=NC(=O)CSC(C)=O)sc2cc(F)ccc21	2025	1581
CN(C)C(CNC(=S)Nc1ccc(F)cc1)c1cccnc1 (stereo unspecified)	1919	1698
CCOC(=O)c1cc(NC(=O)COC)ccc1O	1775	1695
Cc1nc2cc(N)ccc2n1C1CCCCC1	1892	1372
COC(=O)c1ccc(COC(=O)C(CCS(C)(=O)=O)N2C(=O)c3ccccc3C2=O)cc1 (stereo unspecified)	1785	1488
C/C(=N\NC(=O)CNc1cccc(C(F)(F)F)c1)c1cccc(Br)c1	1782	1536
COCC(=O)NC(C)c1nc2ccccc2[nH]1 (stereo unspecified)	2015	1602
O=C(Nc1ccc([N+](=O)[O-])cn1)c1ccc2c(c1)OCO2	1767	1573
COCC1CCN(Cc2nc(COc3ccccc3)no2)C1 (stereo unspecified)	1587	1746
CCOc1ccc(C(=O)N/N=C/c2cc(Cl)ccc2[N+](=O)[O-])cc1	1712	1592
O=C(COC(=O)c1cccnc1Cl)Nc1nc(-c2ccccc2)cs1	1791	1611
COc1ccc(/C=N/NC(=O)COc2ccc3ccccc3c2)c(C(=O)O)c1OC	1923	1617
CC(NC(=O)c1ccccc1F)c1nnc(SCc2nc3ccccc3c(=O)[nH]2)n1C (stereo unspecified)	1674	1507
COc1cc2ncnc(NCc3ccc(Cl)cc3)c2cc1OC	1666	1634
Cn1c(CSCc2ccccc2Cl)n[nH]c1=S	1852	1831

Taken from above for reference:
SMILES	SRC1 TRFRET art	SRC3 TRFRET art
COC(=O)c1ccc(COC(=O)C(CCS(C)(=O)=O)N2C(=O)c3ccccc3C2=O)cc1 (stereo unspecified)	1785	1488
C/C(=N\NC(=O)CNc1cccc(C(F)(F)F)c1)c1cccc(Br)c1	1782	1536
COCC(=O)NC(C)c1nc2ccccc2[nH]1 (stereo unspecified)	2015	1602
O=C(Nc1ccc([N+](=O)[O-])cn1)c1ccc2c(c1)OCO2	1767	1573

More records.
SMILES	SRC1 TRFRET art	SRC3 TRFRET art
Cc1ccc(C)c(S(=O)(=O)N2CCNCC2)c1	1614	1645
CCc1ccc(S(=O)(=O)NCc2cn3ccsc3n2)s1	1709	1781
Cc1ccccc1C(=O)NCC(=O)O	1645	1566
COc1ccc(C(=O)NCc2nnc(SCC(=O)N3CCCc4ccccc43)o2)cc1OC	1725	1347
COc1ccc(/C=N/NC(=O)c2cccc([N+](=O)[O-])c2)cc1O	1902	1618
CNC(=S)NC1CC2CCCC(C1)N2Cc1ccc(C)cc1 (stereo unspecified)	1737	1454
O=C(N=Nc1c(O)[nH]c2ccc(Br)cc12)c1cc(-c2cccs2)nc2ccccc12	1870	1566
NC(=O)CCC(NC(=O)c1ccc(Cl)cc1)C(=O)O (stereo unspecified)	1935	1250
S=C(Nc1cccc(Cl)c1)N(CCCN1CCCC1)Cc1cccn1Cc1ccc(Cl)cc1	1946	1449
O=C(NCCC1=CCCCC1)c1cc(-c2ccccn2)nc2ccccc12	1956	1691
Cc1cc(C)n2nc(CC(=O)NCc3ccc(F)cc3)nc2n1	1967	1714
Cc1ccc(NC(=O)C2CCCN2C(=O)NCc2ccccc2)cc1 (stereo unspecified)	1620	1540
COc1ccc(/C=N/Nc2ncccc2[N+](=O)[O-])c(OC)c1	2136	1745
COCc1[nH][nH]c(=O)c1/C=N/N1CCOCC1	1800	1443
CN1CCN(Cc2nc(Cc3ccccc3)no2)CC1c1ccccc1 (stereo unspecified)	2103	1342
Cn1cc(C(=O)C(=O)N2CCN(c3ccccc3)CC2)c2ccccc21	1627	1452
COc1ccccc1CNC(=O)[C@@H]1CCCN1S(=O)(=O)c1ccc(C)cc1	1749	1618
CCc1cc2c(nc1CC)CCN(CC/C(C)=N/O[C@@H](C)c1cc(-c3c(C)cc(C)cc3C)no1)C2	1601	1483
CC12CCC(=O)N1C(C(=O)OCC(=O)Nc1ccc(S(N)(=O)=O)cc1)CS2 (stereo unspecified)	1885	1495
O=S(=O)(Nc1cccc(-c2cn3cccnc3n2)c1)c1ccccc1	2106	1719
CCc1ccc(C(=O)COC(=O)[C@@H](NC(N)=O)[C@@H](C)CC)cc1	1862	1656
O=C(COC(=O)/C=C/c1cccs1)NC1CC1	1515	1633
COCCOC(=O)C1=C(C)NC(=S)NC1/C=C/c1ccccc1 (stereo unspecified)	1938	1571
CCC(C)(C)n1nnnc1CN1CCN(c2ccc(OC)cc2)CC1	1892	1628
O=C(c1cnc2ccccn2c1=O)N1CCc2ccccc21	1706	1654
O=C(O)CSc1nc2ccccc2n1C1CCCCC1	1729	1603
Cc1cc(C(=O)N/N=C/c2ccc(O)c([N+](=O)[O-])c2)c(C)n1-c1ccc(F)cc1	1453	1412
CCc1ccc(OCCNC(=O)OCc2ccccc2)cc1	1607	1516
Nc1ccccc1Oc1c(F)c(F)c(Oc2ccccc2N)c(F)c1F	1868	1802
OCCC1CN(Cc2cccs2)CCN1Cc1ccccc1 (stereo unspecified)	1609	1534

Compounds from the list above that contain fluorine:
SMILES	SRC1 TRFRET art	SRC3 TRFRET art
Cc1c(Cl)cccc1NC(=O)NCc1ccc(F)cc1	1757	1373
C#CCn1c(=NC(=O)CSC(C)=O)sc2cc(F)ccc21	2025	1581
CN(C)C(CNC(=S)Nc1ccc(F)cc1)c1cccnc1 (stereo unspecified)	1919	1698
C/C(=N\NC(=O)CNc1cccc(C(F)(F)F)c1)c1cccc(Br)c1	1782	1536
CC(NC(=O)c1ccccc1F)c1nnc(SCc2nc3ccccc3c(=O)[nH]2)n1C (stereo unspecified)	1674	1507
Cc1cc(C)n2nc(CC(=O)NCc3ccc(F)cc3)nc2n1	1967	1714
Cc1cc(C(=O)N/N=C/c2ccc(O)c([N+](=O)[O-])c2)c(C)n1-c1ccc(F)cc1	1453	1412
Nc1ccccc1Oc1c(F)c(F)c(Oc2ccccc2N)c(F)c1F	1868	1802

(more compounds)
SMILES	SRC1 TRFRET art	SRC3 TRFRET art
COc1ccc(C(=O)CSc2nnc(CNc3ccc(F)cc3)o2)cc1	1642	1424
COc1ccc(OCCC(=O)OCC(=O)NC2CCCCCCC2)cc1	1947	1707
CCCCNC(=O)CNC(=S)N(Cc1ccccc1)Cc1cccs1	1773	1641
N#Cc1c2n(c(=S)n(-c3ccc(F)cc3)c1=O)CCCCC2	1809	1322
COc1ccc(CNC(=O)CN2CCC(n3nnc4cc(F)ccc43)CC2)cc1	1775	1638
CCc1ccc(OCC(=O)N/N=C(\C)c2ccc3c(c2)OCCO3)cc1	1585	1301
CC(=O)N(C(C)=O)N1C(=O)/C(=C/c2ccc(Cl)cc2)SC1=S	1758	1536
O=C(CCSCc1cccc(Cl)c1)NCCc1ccc(Cl)cc1	1810	1590
Cc1ccc(Cl)cc1N1CCN(S(=O)(=O)c2ccc3[nH]c(=O)c(=O)[nH]c3c2)CC1	1618	1389
CCOc1ncccc1C(=O)Nc1nc(SC)ns1	1754	1593
O=C(CNC(=O)c1ccccc1)OCC(=O)N1c2ccccc2Sc2ccccc21	1835	1783
COc1ccc(C2(CNC(=O)c3cccc([N+](=O)[O-])c3)CCOCC2)cc1OC	1622	1505
CCc1ccccc1NC(=O)N1CCC(NC(=O)C(Cc2ccccc2)NC(C)=O)CC1 (stereo unspecified)	1665	1576
O=C(CCC1CCCN(C(=O)c2ccc3c(c2)OCCO3)C1)NCc1ccccc1F (stereo unspecified)	1731	1529
CSc1nc(C)cc(OCCNS(=O)(=O)c2cc(C)ccc2C)n1	1665	1593
O=C(Nc1ccc(OC(F)F)cc1)c1ccccn1	1922	1514
O=C(c1ccccc1NS(=O)(=O)c1ccc(F)cc1)N1CCc2ccccc21	1528	1472
Cc1ccc(CN(C(=O)Cc2cccs2)C(C(=O)NC2CCCC2)c2ccncc2)cc1 (stereo unspecified)	1741	1653
Cc1ccc(C(=O)N2CC3(C)CN(C(=O)c4ccc(C)cc4)CC(C)(C2)C3=O)cc1	1589	1593
Fc1ccc(NC(=S)N/N=C/c2ccc(F)c(F)c2)cc1	1790	1601
CCOc1ccc(Oc2ccc(Cl)cc2N)cc1	1684	1519
C=CCn1c(=O)c2ccc(C(=O)NCc3ccccc3)cc2n(Cc2cccc(Cl)c2)c1=O	1735	1608
O=C(COC(=O)c1ccccc1)Nc1cccc(S(=O)(=O)NC2=NCCCCC2)c1	1726	1631
O=[N+]([O-])c1ccccc1OCCCNCc1ccccc1	1758	1526
O=C(Cn1cncn1)NCc1cc(F)ccc1F	1710	1637
OC1(c2cccnc2)CCN(Cc2nnnn2Cc2ccccc2)CC1	1858	1652
O=C(Cn1nnc(-c2ccccc2)n1)N1CCN(c2ccc(F)cc2)CC1	1545	1373
Cc1ccc(N2C(=O)c3cccc(Oc4ccc(Cl)cc4)c3C2=O)c(C)c1	2076	1550
O=[N+]([O-])c1c(C(Cl)Cl)nn(-c2ccccc2)c1N1CCOCC1	1781	1515
N#Cc1c(-c2cccc(Br)c2)cc(-c2cccnc2)nc1N	1986	1789
OCCN1CCN(Cc2nc(-c3cccc(Cl)c3)no2)CC1	1646	1646
COc1cccc(CNC(=O)CSc2ccc(-c3ccco3)nn2)c1	1661	1626
CCOC(=O)CSc1nnc(CNc2ccc(Cl)cc2)n1-c1ccccc1	1810	1507
CCNC(=S)NCCN1CCOCC1	1816	1710
O=C(CN1CCN(S(=O)(=O)c2ccccc2F)CC1)NC1CCCC1	1522	1484
COc1ccc(-c2coc3cc(O)cc(O)c3c2=O)cc1	1580	1637
COc1ccc(/C=C/C(=O)c2ccc(O)cc2)cc1	1670	1686
CC(CN1CCCCC1)C(=O)NN (stereo unspecified)	1835	1630
CCOC(=O)c1csc(NC(=O)Nc2cccc(Cl)c2)n1	1899	1581
Cc1ccc(NC(=O)/C(C#N)=C/c2ccsc2)c(C)c1	1898	1633
CCOc1ccc(N=Cc2c(O)c3ccccc3oc2=O)cc1	1870	1421
Cc1ccc(NC2=C(CC(=O)O)C(c3ccccc3)N(c3ccc(C)cc3)C2=O)cc1 (stereo unspecified)	1727	1588
O=C(COC(=O)/C=C/c1ccc(S(=O)(=O)N2CCOCC2)cc1)NCc1ccc(F)cc1	1584	1642
O=C(CSc1c2c(nc3ccc(Cl)cc13)CCCC2)NCCCN1CCOCC1	2131	2256*
COc1ccc(N2CCN(C(c3ccc4ncccc4c3)c3nnnn3C(C)(C)C)CC2)cc1 (stereo unspecified)	2024	1751
C(=N\Nc1nc(N2CCCC2)nc(N2CCCC2)n1)/c1ccccc1OCc1ccccc1	1554	1552
Cc1cc2ccccc2c(=O)[nH]1	1774	1588
Cc1ccc(C2CC(c3ccccc3)=NN2C(=O)CSc2nnc(-c3ccncc3)n2C)o1 (stereo unspecified)	1903	1632
CCCCN(C(=S)NC(=O)c1cc(OC)c(OC)c(OC)c1)c1c(N)n(Cc2ccccc2)c(=O)[nH]c1=O	1627	1422
COc1ccccc1NS(=O)(=O)c1ccc(N/N=C(\C)C(C)C)c([N+](=O)[O-])c1	2021	1662
